CHRM1 antagonist: human M1 muscarinic receptor antagonists, primary screen, CHO-K1 cells, Fluo-8 calcium fluorescence, 1536-well; Muscarinic acetylcholine receptor M1 (Homo sapiens), P11229; CHO-K1 hM1, ACh EC80 antagonist; inhibition, % at 3 µM; 1.3% of 360,000 active;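 active = percent inhibition above its own plate's cutoff, namely the mean of that plate's compound wells plus 3 SD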;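 also: peak over basal fluorescence ratio during 140 s after agonist addition; 0% = ACh EC80 plus DMSO and 100% = DMSO alone without agonist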
Target sequence (P11229 whole entry, looked up): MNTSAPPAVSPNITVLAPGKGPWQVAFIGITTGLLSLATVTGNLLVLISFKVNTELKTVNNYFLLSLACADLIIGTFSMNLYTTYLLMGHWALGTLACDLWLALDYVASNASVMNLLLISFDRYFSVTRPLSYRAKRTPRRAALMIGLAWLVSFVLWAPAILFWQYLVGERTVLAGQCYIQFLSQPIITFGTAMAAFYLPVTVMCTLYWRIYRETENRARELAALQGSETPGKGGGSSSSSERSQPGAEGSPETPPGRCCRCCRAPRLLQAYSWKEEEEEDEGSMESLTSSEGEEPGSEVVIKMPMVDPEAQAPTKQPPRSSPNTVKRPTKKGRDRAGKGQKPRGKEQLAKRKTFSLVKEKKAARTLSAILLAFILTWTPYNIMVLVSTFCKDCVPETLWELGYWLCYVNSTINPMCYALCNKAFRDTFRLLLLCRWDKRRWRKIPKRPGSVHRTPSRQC
V1R ag counter: agonists of human V1a receptor, primary screen, counter-screen for OXTR agonist project, fluorescence, CHO-V1R cells; Vasopressin V1a receptor (Homo sapiens), P37288; Fluo-8 calcium fluorescence, agonist mode; 0% DMSO, 100% 3 nM vasopressin; activation, % at 3 µM; 0.25% of 320,000 active; AID 2797, 2010;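 active = activation above the mean activation of all tested compounds plus 3 SD, per screening run, cut at about 20% in these data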;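 also: signal is peak over basal fluorescence ratio across a 100 second FLIPR read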
TAAR1 antagonist: human TAAR1 antagonists, primary screen, Fluo-8 calcium fluorescence, CHO RD-HGA16 cells; Trace amine-associated receptor 1 (Homo sapiens), Q96RJ0; antagonist; inhibition, % at 3 µM; 1.5% of 360,000 active;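 active = inhibition above a per-plate cutoff, the mean inhibition of test compounds on that plate plus 3 SD, cut at about 49% in these data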;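 also: 0% = DMSO plus EC80 beta-PEA response and 100% = DMSO alone without agonist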
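Material: RD-HGA16 CHO cells with stable hTAAR1 and Gα16; Dosing: single nominal final test compound concentration of 3 µM; Schedule: seeding 17-24 h prior, 75-min 37 °C, 30-min RT dye loading; Detection: kinetic Fluo-8 calcium fluorescence measurement; Measure: % inhibition from peak post-agonist over basal fluorescence ratio; Benchmarks: vehicle and agonist controls.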
CHO parental Ca: ATP-evoked calcium signal inhibitors, parental CHO, primary screen, counter-screen for OX1R antagonist project, cell-based, fluorescence, Fluo-8 calcium dye. 0.63% of 330,000 active. inhibition, % at 5.6 µM. parental CHO-K1, ATP-induced calcium, Fluo-8 fluorescence;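 active = inhibition above that plate's mean sample inhibition plus 3 SD, cut at about 26% in these data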;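 also: 0% = ATP-challenged DMSO wells and 100% = DMSO wells without ATP; some compounds past the cut are filed as inactive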
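Measured by: calcium-sensitive Fluo-8 fluorescence / Test system: CHO parental line / Controls: ATP-challenged DMSO wells low, unchallenged DMSO wells high / Measure: % inhibition / Compound: single nominal dose of 5.6 µM per compound / Replicates: single well per compound, no replicates / Reagent: ATP as calcium-mobilizing challenge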
TAAR1 ag: human TAAR1 agonists, primary screen, Fluo-8 calcium fluorescence, CHO RD-HGA16 cells | Trace amine-associated receptor 1 (Homo sapiens), Q96RJ0 | vehicle wells 0%, saturating PEA agonist 100% | activation, % at 3 µM | 0.99% of 360,000 active | AID 624467, 2012;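 active = activation above the mean activation of all test compounds in the run plus 3 SD, cut at about 38% in these data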
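Test system: RD-HGA16 (CHO) cells co-expressing Gα16 and hTAAR1 / Benchmarks: DMSO vehicle as 0%, PEA at EC100 as 100% / Repeats: no replicates (n 1) / Measure: % activation from peak over basal fluorescence ratio, DMSO-to-PEA scaled / Timing: 17-24 h plating, Fluo-8 75 min 37 °C, 30 min RT / Technique: kinetic Fluo-8 calcium fluorescence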
M1 ag: human M1 muscarinic receptor agonists, primary screen, Fluo-8 calcium fluorescence, CHO-K1 cells, HTS; CHO-K1 hM1, agonist mode; 0% DMSO, 100% acetylcholine EC100; activation, % at 3 µM; 0.33% of 360,000 active; AID 588814, 2011;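 active = activation above the run's mean compound activation plus 3 SD, cut at about 16% in these data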;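 also: peak over basal fluorescence ratio within a 140 s kinetic read after compound addition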
OXTR agonist: human OXTR agonists, primary screen, fluorescence, CHO-OTR cells, Fluo-8 calcium; Oxytocin receptor (Homo sapiens), P30559; Fluo-8 calcium fluorescence; normalized: DMSO 0%, oxytocin 100%; AID 2435, 2010; activation, % at 3 µM; 0.32% of 320,000 active;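 active = activation above the mean of all tested compounds plus 3 SD, cutoff set per screening run, cut at about 20% in these data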;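 also: peak over basal fluorescence ratio from a 100 s FLIPR kinetic read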
Target sequence (P30559 whole entry, looked up): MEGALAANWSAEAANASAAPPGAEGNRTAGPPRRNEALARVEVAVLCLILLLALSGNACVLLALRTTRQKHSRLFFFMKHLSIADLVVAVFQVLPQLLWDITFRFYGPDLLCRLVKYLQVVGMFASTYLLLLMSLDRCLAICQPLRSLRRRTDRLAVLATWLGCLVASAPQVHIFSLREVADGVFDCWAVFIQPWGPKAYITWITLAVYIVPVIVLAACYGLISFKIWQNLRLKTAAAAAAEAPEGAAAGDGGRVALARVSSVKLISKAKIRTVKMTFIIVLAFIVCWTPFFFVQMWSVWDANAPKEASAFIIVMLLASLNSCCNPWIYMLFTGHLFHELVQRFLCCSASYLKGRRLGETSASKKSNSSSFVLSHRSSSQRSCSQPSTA
CHRM1 PAM: human M1 muscarinic receptor positive allosteric modulators, primary screen, CHO-K1 cells, Fluo-8 calcium fluorescence, 1536-well. 0.088% of 360,000 active. CHO-K1 hM1, ACh EC20; 0% = ACh EC20, 100% = maximal ACh. activation, % at 3 µM. Muscarinic acetylcholine receptor M1 (Homo sapiens), P11229. AID 588819, 2011; in the data active = activation above about 19%, passing the limit was not always enough
OXTR potentiator: human OXTR potentiators, primary screen, fluorescence, CHO-OTR cells, Fluo-8 calcium. activation, % at 3 µM. Fluo-8 calcium fluorescence, potentiator mode; 0% = oxytocin EC15, 100% = EC100. 0.061% of 320,000 active. AID 2445, 2010. Oxytocin receptor (Homo sapiens), P30559;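 active = activation above that plate's cutoff, the mean activation of tested compounds plus 3 SD, cut at about 6.6% in these data, passing the limit was not always enough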;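 also: 100% uses oxytocin at 75 nM as the full agonist control; some results filed as inactive read as strong as hits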
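Assay system: CHO cell line stably expressing human OTR. Reagent: EC15 oxytocin agonist. Dosing: single dose, 3.0 µM nominal final compound concentration. Timing: compound 6 min at room temperature before oxytocin, 100 s read. Signal: kinetic Fluo-8 calcium fluorescence. Controls: oxytocin EC15 low and EC100 high.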
The depositor's hits bear a star; · = no result given.

SMILES | CHRM1 antagonist | V1R ag counter | TAAR1 antagonist | CHO parental Ca | TAAR1 ag | M1 ag | OXTR agonist | CHRM1 PAM | OXTR potentiator
O=C(CSCc1cc(=O)n2nc(C3CC3)sc2n1)Nc1ccccc1Cl | -12 | 0.3 | -14 | -7 | 0 | -4 | -0.6 | 11 | 1
CCNC(=O)C1CC(=O)N(CCCc2ccccc2)C(=Nc2ccccc2)S1 (stereo not given) | -12 | 0.1 | -22 | -3 | -1 | -4 | -2.5 | 7 | -1
Cc1cc(C)n(C(=O)/C=C/c2cccs2)n1 | 13 | -1.7 | -9 | -24 | 7 | -3 | -2.0 | -7 | 2
Cc1cc(C)cc(Nc2nc3c(S(=O)(=O)c4ccccc4)nnn3c3ccccc23)c1 | -5 | 0.0 | 4 | 0 | 1 | -8 | -0.1 | 8 | -8
Nc1c(Cl)cc(NC(=O)c2ccccc2C(=O)O)cc1Br | -6 | 0.2 | -20 | 9 | 15 | 1 | -0.3 | 7 | -5
CCOc1ccc(CN(C)CC(=O)Nc2cccc(C)c2)cc1OC | 3 | 7.0 | 1 | -8 | 3 | -3 | 5.0 | 3 | -5
NC(=O)c1ccc(NC(=O)c2ccc3c(c2)OCO3)cc1 | -4 | 2.3 | 10 | -4 | 6 | -3 | 2.1 | 5 | -3
CC(C)C[C@H]1CN=C(N(C)C)N1CCCCc1ccccc1 | 18 | 1.6 | -3 | 5 | 14 | -9 | 1.8 | -11 | -5
Cc1ccc(/C=C/C(=O)OCC(=O)Nc2cccc(S(=O)(=O)N(C)C)c2)o1 | 1 | 3.2 | -2 | -22 | 1 | -8 | 1.6 | -1 | -7
O=C1OCCN/C1=C\C(=O)c1ccccc1 | -1 | 6.0 | -31 | -4 | 6 | 0 | 0.9 | 6 | -7
O=C(CSc1nnc(-c2ccccc2F)n1C1CC1)NC(=O)c1cccc([N+](=O)[O-])c1 | 11 | -0.9 | -5 | -3 | 0 | -6 | -2.3 | 0 | -8
COc1cc2sc3ccc(C#Cc4ccc(N)cc4)cc3c(=O)c2cc1OC | 10 | -1.1 | 45 | -26 | 2 | -6 | -1.1 | -12 | -15
CCS(=O)(=O)NC(C)C(c1cccs1)N1CCN(C)CC1 (stereo not given) | -4 | 0.8 | 8 | 4 | 10 | -12 | 4.6 | 3 | -9
CCCOc1ccc(/C=N/NC(=S)Nc2ccccc2[N+](=O)[O-])c(O)c1 | · | -0.1 | -12 | -8 | 1 | · | 0.3 | · | -6
Nc1ncnc(Nc2ccc(S(N)(=O)=O)cc2)n1 | -2 | · | -4 | · | 2 | -2 | · | -1 | ·
C=CCn1c(=O)[nH]c2nc3cc(N=CN(C)C)c(C)cc3nc2c1=O | -8 | 13 | 31 | 0 | 90* | 4 | 17 | 3 | -9
CSc1nc(-c2ccco2)nn1S(=O)(=O)c1ccc(C)cc1 | -13 | -0.4 | -5 | -13 | 0 | -1 | 0.7 | 7 | 6
COCCN1CN(S(=O)(=O)c2cccc(Cl)c2)c2nc3ccccc3nc21 | -7 | 1.3 | -1 | -19 | 0 | -4 | -0.3 | 5 | -1
CC(=O)NCCc1c[nH]c2ccc(O)cc12 | -18 | 0.8 | -23 | -7 | 3 | -2 | 0.3 | 2 | -7
COc1ccc(C(=O)CSc2nnc(-c3ccc(S(=O)(=O)N4CCOCC4)cc3)o2)cc1 | -7 | 1.7 | 14 | -5 | 6 | -6 | 1.8 | 6 | -1
COc1ccccc1CN1[C@@H](CC(C)=O)c2cc(C(F)(F)F)ccc2S1(=O)=O | 2 | 0.8 | 15 | -30 | 5 | -5 | -2.1 | 0 | 0
CCCCN(Cc1ccco1)C(=O)Cn1ncc2c(=O)oc3ccc(C)cc3c21 | 5 | -0.3 | -30 | -16 | 8 | -3 | -0.4 | -6 | -8
CCOC(=O)C1(CCOc2ccccc2)CCN(Cc2cccn2-c2ncccn2)CC1 | 18 | 0.1 | -8 | -31 | -1 | -15 | -1.1 | -35 | 1
COC(=O)c1cc(S(=O)(=O)NC2CCC(C)CC2)cn1C (stereo not given) | -4 | 0.2 | -1 | -12 | 3 | 0 | 0.3 | 1 | -4
COCc1cccc(NC(=O)CCc2ccccc2)c1 | 2 | 0.4 | 1 | -10 | 4 | -6 | -0.2 | -4 | -6
CCCCn1c(N)c(N(CC(C)C)C(=O)c2cc(-c3ccncc3)nc3ccccc23)c(=O)[nH]c1=O | -3 | -1.1 | -4 | -14 | 0 | -2 | -1.0 | 6 | -12
CCOc1ccc(C(=O)SC2=NCCS2)cc1 | 4 | -0.5 | -3 | -3 | 14 | -8 | -0.8 | -1 | 2
O=C(c1cc(-c2ccco2)nc2ccccc12)N1CCN(Cc2ccccc2)CC1 | 1 | 1.7 | 8 | -20 | 2 | -1 | 0.0 | 0 | -4
CCOC(=O)C1CCCN(C(=O)/C=C/c2cccc([N+](=O)[O-])c2)C1 (stereo not given) | 1 | 0.4 | -6 | -11 | 4 | -3 | 0.5 | -4 | -7
COc1cccc(-n2c(SCC(=O)N3CCOCC3)nc3c([nH]c4ccccc43)c2=O)c1 | -10 | 0.3 | 8 | -8 | 7 | -4 | -1.1 | 0 | -2
C/C=C/C=C(/NC(=O)c1ccccc1)C(=O)Nc1ccccc1 | -15 | · | -10 | · | 2 | -1 | · | 10 | ·
Cc1ccc(-c2cn(-c3ccc(SC(F)F)cc3)c3[n+]2CCC3)cc1 | 27 | 0.4 | 12 | -2 | 6 | -10 | -0.6 | -25 | -3
Cc1ccc(CNC(=O)c2cc(C)nn2-c2ccccc2)cc1 | 1 | -0.7 | -24 | -9 | -4 | -4 | -0.5 | 1 | 2
C[C@H]1CN([C@@H](C)CO)C(=O)CCCn2nncc2CO[C@H]1CN(C)C(=O)CCC(F)(F)F | -14 | · | -14 | · | 1 | -1 | · | 2 | ·
CC1(C(=O)NS(=O)(=O)c2ccc(Cl)s2)CCN1C(=O)c1ccccc1CCc1ccccc1 (stereo not given) | -13 | · | 0 | · | 0 | -4 | · | 11 | ·
Cc1c(NC(=O)C2CC(c3cccc(Br)c3)=NO2)c(=O)n(-c2ccccc2)n1C (stereo not given) | 10 | -0.7 | 15 | -6 | 3 | -5 | -1.0 | -5 | 1
Cn1c(-c2ccc3c(c2)OCO3)cnc1N | -15 | -0.7 | -13 | -2 | -1 | -2 | 0.7 | 6 | 0
Cc1cccnc1NC(=O)c1cccc(S(=O)(=O)N2CCN(c3ccccc3)CC2)c1 | -6 | 3.8 | -1 | 2 | 1 | 0 | 2.4 | -3 | -6
CC(C)CCOC(=O)C1C(c2ccccc2)C(C(=O)O)C1c1ccccc1 (stereo not given) | 0 | 0.0 | -10 | -21 | 0 | -7 | 0.8 | 4 | -2
Cc1ccc2nc(NC(=O)COC(=O)CSc3nc(C)cc(C)n3)sc2c1 | 1 | 3.4 | -5 | -25 | 14 | -2 | 7.2 | -5 | -6
CCCCN(C(=O)c1ccc(N(C)S(=O)(=O)c2ccc(C)cc2)cc1)c1c(N)n(CCCC)c(=O)[nH]c1=O | -19 | 1.1 | -2 | -27 | -1 | 0 | 0.4 | 5 | -9
Cc1cc(C)nc(N2C(=O)CC(Cc3ccc(Cl)cc3)C2=O)n1 (stereo not given) | -1 | 0.4 | -3 | -1 | 2 | -2 | 0.1 | -10 | -14
COC(=O)CN(c1ccccc1F)S(=O)(=O)c1ccc(C)cc1 | 2 | -0.9 | 2 | -18 | 7 | -9 | -2.3 | 9 | -12
COC(=O)C1CCN(C(=O)COC(=O)CC(NC(C)=O)c2ccccc2)CC1 (stereo not given) | -1 | 0.0 | -17 | 1 | 10 | 0 | 0.2 | 6 | -15
O=C(CCSc1nc(-c2ccco2)cc(C(F)(F)F)n1)Nc1ccc2c(c1)OCO2 | 11 | 0.5 | 28 | -26 | 0 | -5 | -1.0 | -4 | 0
CCOc1ccccc1NC(=O)CNC(=O)c1nn(-c2ccc(OC)c(OC)c2)c(=O)c2ccccc12 | 12 | -0.5 | 60* | -18 | 17 | -4 | -2.4 | -6 | -5
CCNS(=O)(=O)c1ccc(OCCNS(C)(=O)=O)cc1 | -5 | 0.0 | 2 | 4 | 7 | -5 | 0.4 | 6 | -7
CN(Cc1ccccc1)C(=O)c1ccc(COc2ccccc2)cc1 | 0 | 0.1 | 30 | -10 | 13 | -6 | -2.1 | -1 | -12

Some values from the entries so far:
`COC(=O)C1CCN(C(=O)COC(=O)CC(NC(C)=O)c2ccccc2)CC1` (stereo not given) in V1R ag counter has 0.0
`Cc1cccnc1NC(=O)c1cccc(S(=O)(=O)N2CCN(c3ccccc3)CC2)c1` in TAAR1 ag has 1
`COC(=O)CN(c1ccccc1F)S(=O)(=O)c1ccc(C)cc1` in M1 ag has -9

Other compounds.
SMILES | CHRM1 antagonist | V1R ag counter | TAAR1 antagonist | CHO parental Ca | TAAR1 ag | M1 ag | OXTR agonist | CHRM1 PAM | OXTR potentiator
O=C(CSc1nnc(-c2ccccc2)n1Cc1ccccc1)NC1CC1 | -3 | 0.0 | -8 | -6 | 10 | -6 | -1.2 | 5 | -3
O=C(NC(=O)c1c(F)cccc1F)Nc1ccccc1SC(F)F | -9 | 0.3 | -3 | -23 | 8 | -5 | -0.2 | 0 | -6
COCCNC(=O)Cn1cnc2sc(C)c(S(=O)(=O)N3CCC(C)CC3)c2c1=O | 1 | 0.2 | 4 | -6 | 17 | -4 | 2.1 | 2 | 3
c1ccc(OCc2ccc(CCCN3CCOCC3)cc2)cc1 | 37* | 4.4 | -11 | -7 | 4 | -5 | 2.6 | -22 | -8
Cc1ccc(/C=N/Nc2nc(C(C)(C)C)cs2)o1 | -5 | -0.8 | 12 | -13 | 1 | -9 | -1.9 | 0 | -8

Bioassay records as filed in PubChem BioAssay.
